# High-throughput results from PubChem BioAssay.
# ERAP1 HTS inh: inhibitors of human ERAP1 aminopeptidase; Q9NZ08; recombinant ERAP1, Leu-AMC fluorescence, 60 min; inhibition, % at 10.7 µM; 340,000 tested, 0.15% active; AID 652197;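 active = mean replicate inhibition of at least 30%, or all replicates individually reaching that 30% level; inactive = mean below 30% and not every replicate reaching it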;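 note: 0% = neutral control wells and 100% = L-leucinethiol positive control wells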
# Target sequence (Q9NZ08 whole entry, looked up): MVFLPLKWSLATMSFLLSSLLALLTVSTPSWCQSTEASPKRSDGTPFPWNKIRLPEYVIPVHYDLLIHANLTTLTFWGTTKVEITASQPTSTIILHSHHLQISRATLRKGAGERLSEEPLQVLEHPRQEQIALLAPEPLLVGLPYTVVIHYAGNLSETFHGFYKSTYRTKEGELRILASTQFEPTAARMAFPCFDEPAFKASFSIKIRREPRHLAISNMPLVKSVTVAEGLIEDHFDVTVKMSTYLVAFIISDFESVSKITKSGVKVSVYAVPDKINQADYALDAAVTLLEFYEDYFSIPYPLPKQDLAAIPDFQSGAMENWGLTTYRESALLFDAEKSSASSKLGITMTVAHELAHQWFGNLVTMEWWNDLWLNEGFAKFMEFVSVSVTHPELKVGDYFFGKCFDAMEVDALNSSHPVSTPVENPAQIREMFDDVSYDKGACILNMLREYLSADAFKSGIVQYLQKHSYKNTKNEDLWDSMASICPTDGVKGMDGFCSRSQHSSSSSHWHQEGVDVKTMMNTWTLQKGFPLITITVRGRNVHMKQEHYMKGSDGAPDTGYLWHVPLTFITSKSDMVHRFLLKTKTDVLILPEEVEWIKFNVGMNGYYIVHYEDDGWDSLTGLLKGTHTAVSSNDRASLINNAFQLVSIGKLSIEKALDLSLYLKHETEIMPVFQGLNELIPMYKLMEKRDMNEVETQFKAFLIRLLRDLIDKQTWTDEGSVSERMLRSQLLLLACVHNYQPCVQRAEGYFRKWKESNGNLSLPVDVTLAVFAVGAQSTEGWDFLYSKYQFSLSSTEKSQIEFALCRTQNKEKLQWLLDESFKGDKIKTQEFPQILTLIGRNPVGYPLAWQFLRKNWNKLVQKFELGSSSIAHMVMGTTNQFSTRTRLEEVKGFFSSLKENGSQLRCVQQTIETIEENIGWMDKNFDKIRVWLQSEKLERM
# PglD DTNB: inhibitors of Campylobacter jejuni PglD acetyltransferase. purified PglD enzyme, DTNB colorimetric CoA detection. inhibition, % at 12.5 µM. 360,000 tested, 0.098% active; in the data active = inhibition above about 16%, passing the limit was not always enough; inconclusive = no clear call, values can overlap the other calls; note: strong numbers were not always called active
# PAX8 reporter: lowers PAX8-driven luciferase in RMG-I cells. inhibition, % at 12.6 µM. AID 652154. 360,000 tested, 1.2% active. RMG-I TPO-luciferase reporter, SteadyGlo, 24 h;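 active = mean replicate inhibition at least 60% with every replicate also reaching 60%; inconclusive = only one of the two criteria is met; inactive = mean below 60% and not all replicates reaching 60%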;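 note: luciferase light reporting Pax8 driven TPO promoter activity; plate controls were median of neutral control wells for no effect and mitoxantrone controls for full effect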
# S100A4 MyoIIA: S100A4-myosin IIA interaction inhibition; S100A4/TAMRA-MyoIIA peptide fluorescence polarization; inhibition, % at 10.7 µM; 360,000 tested, 0.14% active; AID 652163;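 active = mean inhibition of at least 70% across replicates, with every replicate also reaching that level; inconclusive = mean inhibition reaches 70% but some replicates fall short; inactive = mean inhibition below 70%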
# Target sequence (P26447 whole entry, looked up): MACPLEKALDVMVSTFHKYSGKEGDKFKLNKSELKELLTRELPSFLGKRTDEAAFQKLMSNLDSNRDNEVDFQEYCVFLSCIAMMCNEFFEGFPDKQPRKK
#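 Material: S100A4 monomer protein / Buffer or medium: 50 mM HEPES pH 7.2, 10 mM CaCl2, 100 mM KCl / Times: 5 min incubation before reading / Benchmarks: neutral control DMSO, positive control TFP / Reagent: labelled myosin peptide probe, 5 nM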
# FN deposit inh: fibronectin deposition inhibition; AH1F fibroblasts, Alexa488-fibronectin deposition fluorescence, overnight; inhibition, % at 12.6 µM; AID 743247; 350,000 tested, 0.086% active;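 active = mean inhibition across replicates of 30% or more, regardless of how many single replicates reach that level; inconclusive = mean under 30% yet at least half of replicates reach 30%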;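 note: positive control wells lacked labelled fibronectin entirely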
#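 Material: AH1F fibroblasts assembling fluorescent fibronectin matrix; amount: 10000 AH1F cells/well; medium: DMEM, 2% serum; reagent: Alexa488-fibronectin, 24 nM final in well; dosing: single compound dose, delivered by pin transfer; incubation: 1 h adhesion, overnight exposure; detection: fluorescence after three HBSS washes, excitation 485 nm, emission 525 nm; measure: fibronectin deposition inhibition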
# EWS-Fli inh: EWS/Fli transcriptional activity inhibition; A673 NR0B1-luciferase reporter, viability-normalised; inhibition, % at 12.6 µM; 350,000 tested, 0.67% active; AID 651661;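 active = mean inhibition of at least 50% after viability correction, with every replicate also passing that limit; inconclusive = mean reaches 50% but only one of two replicates passes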;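 note: firefly luciferase signal divided by Alamar Blue viability fluorescence both relative to DMSO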
# LGR2 antag: inhibitors of bursicon-induced Drosophila LGR2 receptor cAMP signaling; AID 720647; 380,000 tested, 0.35% active; HEK293 LGR2, CRE-luciferase, bursicon-stimulated, 4 h; inhibition, % at 9.99 µM;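 active = drop in luminescence signal, shown as inhibition above about 50% in the replicate tests, limit read from the data, passing the limit was not always enough; inconclusive = probably only some replicates passing the limit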;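 note: agonist challenge used bursicon conditioned medium at about half maximal strength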
# PGC1a acetyl inh: modulators of PGC1a acetylation; 350,000 tested, 0.17% active; inhibition, % at 15.6 µM; AID 651687; U2OS PGC1a acetylation, AlphaScreen anti-acetyl-lysine; with virally co-expressed GCN5 acetyltransferase;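 active = every replicate shows inhibition of at least 40%; inconclusive = mean inhibition at least 40% but some replicate below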;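 note: 0% = neutral control wells and 100% = positive control wells; some results beyond the cut were filed as inactive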
# * = called active by the depositor; ? = inconclusive; · = not tested or not shown.
Structure,ERAP1 HTS inh,PglD DTNB,PAX8 reporter,S100A4 MyoIIA,FN deposit inh,EWS-Fli inh,LGR2 antag,PGC1a acetyl inh
CCn1c(SCC(=O)N2CCCC(C)C2)nnc1-c1ccco1 (stereo unspecified),-3,0,11,3,5,6,14,0
O=C(CCc1nc2ccccc2s1)OCC(=O)N1CCN(C(=O)c2ccco2)CC1,·,0,12,·,8,·,·,-32
Cc1cccc(-n2c(SCC(=O)O)nc3sc4c(c3c2=O)CCC4)c1,-3,5,18,-6,9,13,9,0
CCCCC1=CC2=CC(=O)C(C)(OC(=O)CC)C(=O)C2=CN1C1CCCC1 (stereo unspecified),4,5,7,6,-3,-3,-3,6
COc1ccc2nc(NC(=O)c3cnccn3)sc2c1,·,-2,·,·,-4,·,1,1
O=C(Nc1cccc(O)c1)c1cc(-c2ccc3c(c2)OCO3)on1,-2,-2,-71,-14,-13,45,?,·
C=CCn1c(=O)n(CCC#N)c(=O)n(CCC#N)c1=O,·,6,9,·,8,·,·,8
COc1ccc(CN2C[C@@H](CO)O[C@@H](n3cnc4c(N5CCCC5)ncnc43)C2)cc1,-2,6,-20,-2,-3,-7,4,·
CC(COc1ccc(/C=C/c2ccccc2)cc1)[N+](C)(C)C (stereo unspecified),2,5,59,0,-1,-25,-13,·
Cc1[nH]c(=O)[nH]c(=O)c1S(=O)(=O)N1CCCC(C(=O)NCc2ccc3c(c2)OCO3)C1 (stereo unspecified),-6,·,5,-2,1,3,46,4
CC[C@@H](C)[C@H](NC(=O)CCc1c(C)c2cc3c4c(oc3c(C)c2oc1=O)CCCC4)C(=O)O,3,5,-1,-1,-2,17,-16,·
COc1ccc(C#Cc2ccc3c(c2)[C@@H]2[C@@H](CCN2C(=O)CN2CCOCC2)[C@H](CO)N3C)cc1,0,-3,21,-12,-11,-6,8,14
COc1ccc(OCC(=O)NC(CC(=O)O)c2ccc(OC)c(OC)c2)cc1 (stereo unspecified),-2,3,12,-4,1,2,-24,11
COc1ccccc1C(CNC(=O)CSc1ccc2ccccc2c1)N(C)C (stereo unspecified),4,-2,16,-10,5,-10,6,·
NC(=O)CC(NC(=O)Cc1ccc(Cl)cc1)c1ccc(NC2CCCCCCC2)c([N+](=O)[O-])c1 (stereo unspecified),·,3,-9,·,0,0,-16,·
O=C(C[C@H]1C=C[C@@H](NC(=O)CN2CCOCC2)[C@@H](CO)O1)NCCc1ccncc1,-2,·,·,-2,-10,-5,1,-1
COc1ccc(C=C(C(=O)O)c2ccc(OC)cc2)cc1,0,·,-52,-7,2,-27,-49,20
Cc1ccc(OCc2cc(C(=O)NC3CCc4ccccc43)no2)cn1 (stereo unspecified),4,-2,10,-3,0,5,-5,·
CCCCC(=O)N(C)c1c(C)nc2ccc(C(=O)N3CCCCC3)cn12,-1,1,-23,-2,-1,2,100*,-2
C[C@@H]1CN([C@H](C)CO)C(=O)Cc2cc(NC(=O)Cc3cn(C)c4ccccc34)ccc2O[C@@H]1CN(C)S(=O)(=O)c1cn(C)cn1,-1,1,-1,-2,-1,7,7,-5

# The list continues:
Structure,ERAP1 HTS inh,PglD DTNB,PAX8 reporter,S100A4 MyoIIA,FN deposit inh,EWS-Fli inh,LGR2 antag,PGC1a acetyl inh
O=C(NCc1cccnc1)Nc1cccc(F)c1,0,·,-23,-2,-1,-1,7,·
COc1ccc(Cl)cc1CNC[C@H]1O[C@@H](n2cnc3c(=O)[nH]c(N)nc32)[C@H](O)[C@@H]1O,2,0,3,-10,-1,11,-10,11
Cc1csc(-c2nc3ccccc3n2C(C(=O)NC(C)(C)C)c2cc3ccccc3o2)c1 (stereo unspecified),·,·,-53,0,4,-66,-79,·
Cc1ccc(N=Nc2c(O)ccc3n[nH]nc23)cc1,1,-1,-129,-7,7,-51,-33,-4
C=CCNC(=O)/C(=C\c1ccc2c(c1)OCO2)NC(=O)c1ccc(Br)cc1,3,-9,13,1,2,7,-6,-9
O=Cc1cccn1Cc1ccccc1[N+](=O)[O-],2,0,15,-3,·,0,-1,-5
C[C@@H]1CN([C@@H](C)CO)C(=O)c2cc(NS(C)(=O)=O)ccc2O[C@@H](C)CCCCO[C@@H]1CN(C)S(=O)(=O)c1ccc(Cl)cc1,-1,-5,0,6,·,-13,10,-2
COC(=O)c1sc(NC(=O)CSc2n[nH]c(N)n2)c(C(=O)OC)c1C,1,·,30,-3,10,9,-6,·
C[C@H](CO)N1C[C@H](C)[C@H](CN(C)C)Oc2ncc(-c3ccc(C(=O)N(C)C)cc3)cc2C1=O,0,-2,·,8,-7,-3,-6,1
N#Cc1nc(-c2cccs2)oc1NCC1CCCO1 (stereo unspecified),-1,-5,·,2,·,-23,-13,9
COc1ccc(C)cc1N(CC(=O)N/N=C/c1ccccc1C(=O)O)S(=O)(=O)c1ccccc1,2,·,-6,2,0,2,-4,·
O=C(C[C@@H]1C[C@@H]2c3cc(NC(=O)Nc4ccc(C(F)(F)F)cc4)ccc3O[C@@H]2[C@H](CO)O1)NCc1cccnc1,1,-1,2,0,·,-8,-8,4
CCOC(=O)CN1C(=O)S/C(=C/c2cc(C)n(C)c2C)C1=O,·,-8,-88,·,13,·,·,5
Cc1ccc(-n2c(SCC(=O)Nc3cc(C)on3)nc3c(c2=O)SC(C)C3)cc1 (stereo unspecified),-2,2,6,8,0,-3,-16,-2
N#C[C@H]1[C@H](c2ccccc2C2=CCCCC2)[C@H](CO)N1C(=O)c1ccccn1,-3,·,-4,-2,2,-11,-7,2
Cc1ccc2nc(-c3ccncc3)c(NC3CCCC3)n2c1,4,·,-8,-9,-8,12,19,-3
O=c1c(Cl)c(N2CCC3(CC2)OCCO3)cnn1C12CC3CC(CC(C3)C1)C2,-5,0,6,-7,8,-3,5,-17
COCCCNc1nc2ccccc2nc1NS(=O)(=O)c1ccc(F)cc1,-2,-2,-8,1,1,0,-11,1
CCOC(=O)/C(C#N)=C/c1c(N2CCN(c3ccc(OC)cc3)CC2)nc2c(C)cccn2c1=O,0,-3,51,-24,7,11,-2,-15
CCOC(=O)c1cc2c(N)c(C(=O)c3ccc(Br)cc3)sc2[nH]c1=O,0,·,-5,1,-15,-12,7,2

# Complete entries, looked up by structure. Values in the order: ERAP1 HTS inh	PglD DTNB	PAX8 reporter	S100A4 MyoIIA	FN deposit inh	EWS-Fli inh	LGR2 antag	PGC1a acetyl inh
# Profile of `COc1ccc(CN2C[C@@H](CO)O[C@@H](n3cnc4c(N5CCCC5)ncnc43)C2)cc1` = -2	6	-20	-2	-3	-7	4	·
# Profile of `O=C(C[C@H]1C=C[C@@H](NC(=O)CN2CCOCC2)[C@@H](CO)O1)NCCc1ccncc1` = -2	·	·	-2	-10	-5	1	-1

# The listing continues.
Structure,ERAP1 HTS inh,PglD DTNB,PAX8 reporter,S100A4 MyoIIA,FN deposit inh,EWS-Fli inh,LGR2 antag,PGC1a acetyl inh
CN(C)CCCNC(=O)C[C@H]1C[C@H](C(=O)N2CCOCC2)[C@@]2(C)c3[nH]c4cc(CCC(=O)N(C)C)ccc4c3CCN2C1=O,-9,-6,5,-5,-2,-5,10,8
CC(NC(=O)C12CC3CC(CC(C3)C1)C2)C(=O)NN=Cc1ccc([N+](=O)[O-])o1 (stereo unspecified),0,3,-1,-9,-3,13,-13,-28
CCN1[C@@H]2c3ccc(-c4cccc(F)c4)c(=O)n3C[C@@H]2[C@@H](CO)[C@@H]1C(=O)N[C@@H](C)c1ccccc1,1,1,·,-1,·,1,11,·
COc1ccc(CN(C)C[C@H]2OCCCC[C@@H](C)Oc3ccc(NC(=O)Nc4cccc5ccccc45)cc3C(=O)N([C@H](C)CO)C[C@@H]2C)cc1,0,-2,14,-8,·,-2,0,9
Cc1c(C(=O)O)cc(C(C)(C)C)n1CCSCCO,-4,6,7,-20,1,7,-7,·
CCOC(=O)CSc1cc(C)nc(N)n1,·,0,0,·,1,·,·,7
C[C@@H]1CN([C@H](C)CO)C(=O)c2cccc(NC(=O)CCCCCC(=O)Nc3ccccc3N)c2O[C@H]1CN(C)Cc1ccc(Cl)c(Cl)c1,3,·,35,4,8,23,17,-7
COCCNC(=S)N/N=C(\C)CCc1ccc2c(c1)OCO2,5,-2,9,0,·,3,14,3
C=CCN1C(=O)/C(=C\c2ccc(OC(=O)c3ccco3)c(OC)c2)SC1=S,23,7,-1,4,6,13,-35,-10
CCOC(=O)c1cnc2ccc(Cl)cc2c1Nc1ccc(S(=O)(=O)Nc2ncccn2)cc1,·,3,15,·,0,·,-15,2
COC(=O)c1ccc(NC(=O)c2cccc(Cl)c2)o1,·,-2,-51,·,12,·,·,9
Cc1cc(C)c(-c2cc(C)nc3ncnn23)c(C)c1,-1,-4,-2,3,-1,-1,14,3
COc1ccc(NC2=C(NCCO)C(=O)c3ccccc3C2=O)cc1,-1,·,-39,6,6,0,-42,·
Cc1nc2ncnn2c(C)c1CCC(=O)N1CCN(c2ccccn2)CC1,4,-1,11,0,5,·,·,?
CCOC(=O)c1c(C)c(-c2ccccc2)n(CC(=O)NCCC(C)C)c1C,7,2,-8,-7,3,7,2,·
O=C(c1ccccc1)c1ccc(C(=O)N2CCN(c3ccccc3Cl)CC2)cc1,1,1,-1,1,-7,2,-8,6
COC(=O)c1ccc(OC)c(CSc2nnc(COc3ccc(OC)cc3)o2)c1,·,0,10,·,-8,·,·,-15
O=C(OCC(=O)N1CCCC1)c1cc(=O)c2ccccc2o1,2,-6,-5,-4,21,-4,-2,33
O=C(Nc1ccc(CN2CCOCC2)cc1)c1ccc(-c2ccc(Cl)cc2Cl)o1,·,-3,28,-1,5,8,6,5
CC(=O)c1cccc(Nc2ccc(-c3ccccc3F)nn2)c1,2,·,-138,-2,-19,-112,-39,-17
Cc1ccc(NC(=O)C(=O)Nc2ccc(C)cn2)nc1,3,2,-24,-3,·,-54,-29,·
CCOc1ccc(S(=O)(=O)N2CCC(C(=O)NCc3cccnc3)CC2)cc1,6,-1,·,-4,7,1,1,-12
CCCNC(=O)N1CC2(C1)[C@@H](c1ccccc1)[C@@H](CO)N2C(=O)CC1CC1,0,·,-12,-7,5,2,7,1

# Three of these compounds, reformatted.
SMILES: C=CCN1C(=O)/C(=C\c2ccc(OC(=O)c3ccco3)c(OC)c2)SC1=S
  ERAP1 HTS inh: 23 | PglD DTNB: 7 | PAX8 reporter: -1 | S100A4 MyoIIA: 4 | FN deposit inh: 6 | EWS-Fli inh: 13 | LGR2 antag: -35 | PGC1a acetyl inh: -10

SMILES: C[C@H](CO)N1C[C@H](C)[C@H](CN(C)C)Oc2ncc(-c3ccc(C(=O)N(C)C)cc3)cc2C1=O
  ERAP1 HTS inh: 0 | PglD DTNB: -2 | PAX8 reporter: · | S100A4 MyoIIA: 8 | FN deposit inh: -7 | EWS-Fli inh: -3 | LGR2 antag: -6 | PGC1a acetyl inh: 1

SMILES: O=C(OCC(=O)N1CCCC1)c1cc(=O)c2ccccc2o1
  ERAP1 HTS inh: 2 | PglD DTNB: -6 | PAX8 reporter: -5 | S100A4 MyoIIA: -4 | FN deposit inh: 21 | EWS-Fli inh: -4 | LGR2 antag: -2 | PGC1a acetyl inh: 33
